Lipid storage S3: qHTS Assay for Lipid Storage Modulators in Drosophila S3 Cells; 320,000 compounds, 0.64% hits; Drosophila S3 cells, BODIPY lipid droplet fluorescence, 18-24 h; cells fed with added oleic acid; Potency in µM for hits, for the others lipid storage change, negative = inhibition, % at the top dose, mostly 46.1 µM; active = well fitted inhibition curve with a large enough effect in the signal ratio, with a control signal flat, not every such curve was filed as active; inconclusive = small, poorly fitted or top-dose-only effect, or effect the other way, or a change in a side signal; the % refers to the signal ratio
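Laser-scanning cytometry quantifies lipid droplet accumulation (500–530 nm total intensity; droplet/cell object ratio) in oleic acid-fed (400 uM added) Drosophila S3 cells treated with a concentration series. 20 uM Triacsin C defined 100% inhibition.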
Lipid storage S3 cell count max: also measured in Lipid storage S3; calls as there; cell number change, %; measured here: cell count max response;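 cells counted by Cell Tracker Red CMTPX staining in the red channel; peak over a dose series mostly up to 46.1 µM; percent activity relative to internal control wells on each plate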
Starred values were filed as active, the others as inactive; i = inactive; ? = inconclusive; . = not tested or not shown. % is scaled to controls: 0 for no effect and ±100 for the full control effect; potency is read from the fitted curve at half-maximal effect. An excerpt (hit frequency here may not be typical).

Lipid storage S3 | Lipid storage S3 cell count max | structure
? | . | NNC(=O)COc1cccc(Oc2ccccc2)c1
? | . | CCOc1ccc(N2C(=O)/C(=C/c3ccc(C)o3)N(C)C2=S)cc1
25% | 2 | O=C(N1CCOCC1)N1CCN(CC(O)COc2ccc3ccccc3c2)CC1 (stereo unspecified)
? | . | CCOc1ccc(Cn2c3ccc(OC)cc3c3nc4ccccc4nc32)cc1OC
? | . | CN(C)CCN1C(=O)C(=O)/C(=C(/O)c2ccc(S(=O)(=O)N3CCOCC3)cc2)C1c1ccccc1 (stereo unspecified)
6% | -6 | N#Cc1c(-c2ccccc2)ccnc1Oc1ccccc1
? | . | Nn1c(-c2ccc(F)cc2)nc2ccccc2c1=O
? | . | Nc1c(C(=O)Nc2ccc3c(c2)OCCO3)nnn1Cc1cccc(Br)c1
5% | 19 | Cc1cc(NC(=O)COC(=O)C2CC(=O)N(c3cccc(Cl)c3)C2)no1 (stereo unspecified)
? | . | CCOc1ccc(-n2c(=S)sc3c(=O)[nH]c(SCC(=O)N4CCC(C)CC4)nc32)cc1
2% | 17 | CCOc1cc(S(=O)(=O)Nc2ccc(Cl)cn2)ccc1Cl
i | 1 | O=C(CN1CCN(Cc2ccc(F)cc2)CC1)NCc1ccccc1
? | . | COc1ccc(-c2c(NC(=O)c3ccco3)oc3ccccc3c2=O)cc1OC
? | . | O=C(CCN1CCOCC1)NNC(=O)/C(=C/c1ccccc1)NC(=O)c1ccccc1
2% | -9 | COCCn1c(=S)[nH]c2cc(C(=O)N3CCC(C(N)=O)(N4CCCCC4)CC3)ccc2c1=O
3% | -10 | COc1ccc(CN2CCNC(=O)C2CC(=O)NCc2csc(C)n2)c(F)c1 (stereo unspecified)
0% | -18 | Cc1cccc(/C=N/n2c(-c3ccccn3)n[nH]c2=S)c1
? | . | CCN(CC)S(=O)(=O)c1cccc(NC(=O)CN(C)C2CCCCC2)c1
18µM* | -24* | COc1ccc(C(C)(C)C)cc1NC(=O)c1cc(S(=O)(=O)N(C)C)ccc1N1CCCC1
? | . | Cc1ccc(NC(=O)CN2C(=O)NC3(CCCc4ccccc43)C2=O)c(C)c1 (stereo unspecified)

Not a retest: 2 of the compounds above.
Lipid storage S3 | Lipid storage S3 cell count max | structure
18µM* | -24* | COc1ccc(C(C)(C)C)cc1NC(=O)c1cc(S(=O)(=O)N(C)C)ccc1N1CCCC1
? | . | Cc1ccc(NC(=O)CN2C(=O)NC3(CCCc4ccccc43)C2=O)c(C)c1 (stereo unspecified)

New compounds follow
Lipid storage S3 | Lipid storage S3 cell count max | structure
23% | . | CCCNC(=O)COC(=O)C1CCN(S(=O)(=O)c2ccc3c(c2)OCCO3)CC1
? | . | Cc1ccc(-c2cc(C(F)F)nc(S(C)(=O)=O)n2)cc1
? | . | CCOC(=O)C1C(=O)NC(N2CCN(CC)CC2)=NC1c1ccccc1 (stereo unspecified)
15% | -2 | O=C(CCCC(=O)OCC(=O)c1ccc(Cl)cc1Cl)Nc1cc(C(F)(F)F)ccc1Cl
? | . | CCOc1cc(C(=O)Nc2ccc3c(c2)OCO3)ccc1OC(F)F
1% | -5 | CC(C)C1CCC(C(=O)N[C@H](Cc2ccccc2)C(=O)O)CC1 (stereo partly specified)
? | . | CCc1nnc(NC(=O)c2cccc(S(=O)(=O)N3CCN(c4ccccc4)CC3)c2)s1
? | . | Cc1nnc(SCC(=O)Nc2nonc2C)s1
? | . | Cc1c(NC(=O)COC(=O)/C=C/c2ccc(Cl)cc2)c(=O)n(-c2ccccc2)n1C
3% | -14 | CC(C)(C)Nc1nc(NN)nc(NC(C)(C)C)n1
? | . | COC(=O)CN(C)C(=O)CC1C(=O)NCCN1CC(C)(C)C (stereo unspecified)
-12% | 7 | CCOC(=O)c1c(O)c2ccccc2oc1=O
? | . | O=C(c1cccnc1)N1N=C(C2CC2)CC1(O)C(F)(F)F (stereo unspecified)
38% | 19 | CCCCNC(=O)[C@H]1C[C@H]1[C@@H](O)[C@H](CO)NC(=O)[C@H](Cc1ccccc1)NC(=O)OC(C)(C)C
15% | . | Fc1ccc(-c2csc(-c3cccnc3)n2)cc1F
4% | -7 | COc1ccc2c(c1)C1CC(C)(NC(=O)C1C(=O)c1ccccc1)O2 (stereo unspecified)
i | 8 | COc1ccc(S(=O)(=O)CCC(=O)N2c3ccccc3CC2C)cc1 (stereo unspecified)
? | . | O=C(CSc1ncn[nH]1)NCCc1ccc(Cl)cc1
? | . | CC(=O)n1cc([C@H]2C=C(C(=O)N3CCN(Cc4ccc5c(c4)OCO5)CC3)O[C@@H](OCc3ccc(CO)cc3)C2)c2ccccc21
? | . | COC(=O)c1cc(NC(=O)Nc2ccccc2)ccc1Cl

More structures follow.
Lipid storage S3 | Lipid storage S3 cell count max | structure
? | . | CCOc1ccc(-c2n[nH]c(=S)n2/N=C/c2cc3c(cc2[N+](=O)[O-])OCO3)cc1
-6% | 2 | COc1ccc(OC)c(NC(=O)CN(Cc2ccc(Cl)cc2)S(C)(=O)=O)c1
? | . | Cc1cnc(NC(=O)CSc2nnc(-c3ccncc3)n2C2CCCCC2)s1
? | . | O=C(CON=C1c2ccccc2-c2ccccc21)NC12CC3CC(CC(C3)C1)C2
i | -25 | CCOC(=O)c1c2n(c3ccc(O)cc13)CCCCC2
i | -16 | O=C1NC(=O)/C(=C\c2ccccc2OCc2ccc([N+](=O)[O-])cc2)N1
? | . | Cc1ccc(S(=O)(=O)NCC(=O)N(CC(=O)NCc2ccco2)Cc2ccc3c(c2)OCO3)cc1
9% | -5 | COc1ccc(C2C(=O)N(C3CCCCC3)CC(=O)N2Cc2ccc3c(c2)OCO3)cc1 (stereo unspecified)
4% | -2 | O=C(CN1CCN(c2ccc(O)cc2)CC1)Nc1cc(S(=O)(=O)N2CCCC2)ccc1Cl
16% | 1 | CC(C)CCn1cnc2c(cnn2-c2ccc(Cl)cc2)c1=O
? | . | Cc1ccc(-c2csc(NC(=O)CSc3nc(C)cc(=O)[nH]3)n2)cc1
? | . | Cc1ccc2oc(C(=O)NCc3ncc(C)[nH]3)c(C)c2c1
-4% | 7 | C#CC(C)OC(=O)Nc1cnccc1C(F)(F)F (stereo unspecified)
10% | 2 | C/C(=C/C(=O)N1CCN(C)CC1)C(=O)O
? | . | O=C(N=C1SC2CS(=O)(=O)CC2N1CCc1ccc(F)cc1)C1CCCCC1 (stereo unspecified)
8% | 9 | COc1cccc(/C=N/NC(=O)C(C)Cn2cnc3ccccc32)c1 (stereo unspecified)
? | . | Cc1ccc(S(=O)(=O)N2CCOCC2)cc1C(=O)Nc1cccc(C(=O)NC2CC2)c1
? | . | Cc1ccc(OCC(=O)Nc2ccc3c(c2)C(=O)NC3=O)c(C)c1
? | . | COc1ccc(C(=O)N/N=C/c2ccc(OC)c(COc3ccccc3)c2)cc1
? | . | C=C(C)CN(CC)C(=O)CSc1ccc(S(=O)(=O)N2CCN(C)CC2)cn1

More results follow.
Lipid storage S3 | Lipid storage S3 cell count max | structure
26% | -10 | O=C(NCC(c1ccco1)N1CCCC1)c1cn(Cc2ccccc2)nc1-c1ccccc1 (stereo unspecified)
-14% | 6 | Cc1ccc(C2=NS(=O)(=O)N(C)C(C(=O)N(C)C3CCCCC3)=C2)cc1
? | . | COc1ccc(S(=O)(=O)N(C)CC(=O)NCCCn2ccnc2)cc1Cl
? | . | CC(C)OC(=O)CSc1nc2c(c(C3CC=CCC3)c1C#N)CCC2 (stereo unspecified)
18% | 30 | CC1(C(=O)N2CCOCC2)CCCCC1
3% | 5 | CC(C)CN(c1ccccc1)S(=O)(=O)c1nnc(NC(=O)C(C)C)s1
i | 17 | COc1ccc(-c2cc(C(=O)NCCN3CCOCC3)c3cc(C(C)C)ccc3n2)cc1
? | . | Cc1nc2scc(C)n2c(=O)c1S(=O)(=O)N1CCN(c2ccccn2)CC1
13% | 13 | Cc1nc(-c2ccc(S(=O)(=O)NCc3ccccn3)s2)cs1
? | . | N/C(CCN1CCCCC1)=N/O
? | . | COc1ccc(-c2c(C)nc(N)nc2-c2ccc(OCc3ccc(C)cc3)cc2O)cc1OC
-1% | 7 | COc1nccnc1NS(=O)(=O)c1ccc(NC(=S)NC(=O)c2ccccc2)cc1
5% | 6 | COC(=O)C(Cc1c[nH]c2ccccc12)NC(=O)c1cccc(S(=O)(=O)N2CCCCC2)c1 (stereo unspecified)
? | . | CN(C(=O)COC(=O)c1ccc([N+](=O)[O-])cc1)c1ccccc1
5% | 4 | O=S(=O)(Nc1ccc(-c2cn3c(n2)SCC3)cc1)c1cccs1
? | . | COc1cc(CNC2CCCc3ccccc32)cc(OC)c1OC (stereo unspecified)
i | 10 | CCCc1cc(-c2ccc3c(c2)COc2c4ccccc4nn2-3)on1
i | -12 | COC(=O)c1ccc2c(=O)n(CCN3CCOCC3)c(SCC(=O)Nc3ccc(OC)cc3OC)nc2c1
? | . | O=C(OCC(=O)N1CCCC1=O)c1ncc(Cl)c(Cl)c1Cl
7% | 6 | O=S(=O)(N/N=C\c1cccn1-c1ccccc1)c1ccc2ccccc2c1

More compounds.
Lipid storage S3 | Lipid storage S3 cell count max | structure
-5% | -21 | COc1ccc(C(=O)NCc2cccnc2)cc1
? | . | COCCCNC(=O)CCCOc1ccccc1
? | . | COc1ncnc2c1N=C1CC(C)(C)CC(N)=C1S2
i | . | CCCn1c(=O)c(C(=O)NCCc2ccccc2)c(O)c2ccccc21
? | . | COc1ccc(N2CCN(C(=O)c3ccccc3NS(=O)(=O)c3ccccc3)CC2)cc1
? | . | Cn1cc(Br)c(-c2cccc(NC(=O)CC(C)(C)CC(=O)O)c2)n1
? | . | Cc1c(Cl)ccc2sc(N3CCN(C(=O)C4=COCCO4)CC3)nc12
? | . | CCn1ncc(C2=NOC(C(=O)Nc3ccccc3C(=O)OC)C2)c1C (stereo unspecified)
6% | 1 | COc1ccc(Nc2nc(-c3cccs3)cs2)c(OC)c1
21% | -3 | COc1ccc2cc(C3OCCO3)c(Cl)nc2c1
? | . | O=C(O)C1(c2ccccc2)CCN(S(=O)(=O)c2cccc(Cl)c2)CC1
-6% | 11 | Cc1ccnc(NS(=O)(=O)c2cc([N+](=O)[O-])ccc2C)c1
-8% | 9 | COc1ccc(C(C#N)=C2C=CC(=NO)C=C2)cc1
? | . | Cn1c(=O)c2c(nc(N3CCCC3)n2C)n(C)c1=O
? | . | CCCCN(CCCC)CC1OCc2ccccc2CO1
-21% | 1 | Brc1ccc(/C=N/n2cnnc2)s1
12% | 10 | COC(=O)c1ccc2c(=O)[nH]c(COC(=O)CCC(=O)c3ccc(Cl)cc3)nc2c1
? | . | CCN(CC(=O)Nc1cc(Cl)ccc1C)C(=O)CCS(=O)(=O)c1ccc(Cl)cc1
? | . | O=C(Nc1nc(-c2ccccc2)c(C(=O)c2ccccc2)s1)c1ccc(S(=O)(=O)N2CCCCC2)cc1
? | . | Cc1ccc(/C=N/Nc2ccnc3cc(Cl)ccc23)c(C)c1

Ordered by value in Lipid storage S3 cell count max (largest number first): some entries from above.
SMILES,Lipid storage S3,Lipid storage S3 cell count max
COc1ccc(OC)c(NC(=O)CN(Cc2ccc(Cl)cc2)S(C)(=O)=O)c1,-6%,2
O=C(CCCC(=O)OCC(=O)c1ccc(Cl)cc1Cl)Nc1cc(C(F)(F)F)ccc1Cl,15%,-2
CC(C)C1CCC(C(=O)N[C@H](Cc2ccccc2)C(=O)O)CC1 (stereo partly specified),1%,-5
CC(C)(C)Nc1nc(NN)nc(NC(C)(C)C)n1,3%,-14

Next records
Lipid storage S3 | Lipid storage S3 cell count max | structure
? | . | O=C(N/N=C/c1cc(Br)c(O)c(Br)c1)c1cc2c(ccc3ccccc32)o1
? | . | CCOC(=O)CSC1=C(C#N)C(c2ccco2)C(C(=O)OCc2ccccc2)=C(C)N1 (stereo unspecified)
? | . | Cc1cc(NC(=O)c2cccs2)no1
7% | -5 | CCOc1ccc(-c2nnn(CC(=O)NCc3cccs3)n2)cc1
i | -11 | COc1ccc(N/N=C(/N=Nc2nc(C)cc(=O)[nH]2)c2ccccc2)cc1
7% | -1 | CCn1c(-c2ccccc2)c(C(=O)CCl)c2ccccc21
? | . | COc1ccc(N2C(=O)N(Cc3ccc(C)cc3)c3ccccc3S2(=O)=O)cc1
-5% | 8 | Cc1ccc(N2C(=O)C3C(C2=O)N2CCCN2C3c2ccccc2)cc1C (stereo unspecified)
? | . | CCCCCCNC(=O)CC(NS(=O)(=O)c1ccc(NC(C)=O)cc1)C(C)C (stereo unspecified)
? | . | C=CCn1c(-c2cc(Cl)ccc2OC)n[nH]c1=S
4% | . | Cc1ccc(-c2n[nH]c(=S)n2/N=C/c2ccc(C(=O)O)cc2)cc1
? | . | CC1CCc2c(sc3nc(CN4CCOCC4)nc(NS(=O)(=O)c4cccc([N+](=O)[O-])c4)c23)C1 (stereo unspecified)
-24% | 1 | COc1ccc(S(=O)(=O)Nc2ccccc2N2CCOCC2)cc1[N+](=O)[O-]
? | . | CC(=O)Nc1nonc1-c1ccccc1
13% | 4 | O=C(COC(=O)COc1ccc(Br)cc1)NCCC1=CCCCC1
? | . | COc1cc(/C=C/C(=O)c2ccc(NS(=O)(=O)c3ccc(C)cc3)cc2)ccc1OC(F)F
i | . | Cc1cc(C)c(S(=O)(=O)Nc2c(C)n(C)n(-c3ccccc3)c2=O)cc1[N+](=O)[O-]

Individual results from the results shown.
Cc1ccc(-c2n[nH]c(=S)n2/N=C/c2ccc(C(=O)O)cc2)cc1 in Lipid storage S3 has 4%
CCn1c(-c2ccccc2)c(C(=O)CCl)c2ccccc21 in Lipid storage S3 cell count max has -1

Ordered by number of heavy atoms (low to high): some entries from above
Lipid storage S3 | Lipid storage S3 cell count max | structure
? | . | C=CCn1c(-c2cc(Cl)ccc2OC)n[nH]c1=S
7% | -5 | CCOc1ccc(-c2nnn(CC(=O)NCc3cccs3)n2)cc1
? | . | O=C(N/N=C/c1cc(Br)c(O)c(Br)c1)c1cc2c(ccc3ccccc32)o1
